Screens from PubChem BioAssay.
Cdc25B block: human M-phase inducer phosphatase 2 inhibition. 65,000 compounds, 0.1% hits. AID 368. recombinant Cdc25B, OMFP fluorescence Ex485/Em525. inhibition, %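 (compounds tested at 10 µM final in the well)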; in the data active = inhibition above about 50%
PKA kinase inh: PKA (human) kinase inhibition. inhibition, % at 6 µM. 65,000 compounds, 0.1% hits. P17612. PKA Kemptide phosphorylation, Kinase-Glo ATP luminescence;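 active = inhibition above the screen-wide mean inhibition plus 3 SD, cut at about 21% in these data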; also: many of its hits are not listed in these tables
ROCK2 blocker: inhibitors of human Rho kinase 2 | 60,000 compounds, 0.35% hits | inhibition, % at 6 µM | O75116 | AID 604 | purified ROCK2, Kinase-Glo ATP depletion luminescence;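 active = inhibition above the screen-wide mean inhibition plus 3 SD, cut at about 18% in these data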;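 also: plate controls were DMSO wells for no effect and Y-27632 control wells after no-enzyme background subtraction for full effect; many of its hits are not listed in these tables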
Hsp90 block: displaces geldanamycin probe from tumor Hsp90 | AID 429 | inhibition, % at 30 µM | 64,000 compounds, 0.35% hits | NCI-N417 lysate Hsp90, Cy3B-geldanamycin FP displacement | P07900;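 active = inhibition above 50%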;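 also: 0% = tracer plus lysate wells and 100% = tracer alone without lysate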
HER2 expr 66K: inhibitors of human Her2 kinase expression | AID 645 | SKBR-3 HER2 protein level, AlphaScreen, 18-24 h; active compounds read low | P04626 | HER2 level % of control, % at 10 µM | 65,000 compounds, 0.69% hits;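 active = HER2 level under 5% of the carrier-only control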;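 also: 100% = DMSO carrier and 0% = 500 nM PU-H71 HSP90 inhibitor; lower value means stronger loss of Her2 protein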
Target sequence (P04626 whole entry, looked up): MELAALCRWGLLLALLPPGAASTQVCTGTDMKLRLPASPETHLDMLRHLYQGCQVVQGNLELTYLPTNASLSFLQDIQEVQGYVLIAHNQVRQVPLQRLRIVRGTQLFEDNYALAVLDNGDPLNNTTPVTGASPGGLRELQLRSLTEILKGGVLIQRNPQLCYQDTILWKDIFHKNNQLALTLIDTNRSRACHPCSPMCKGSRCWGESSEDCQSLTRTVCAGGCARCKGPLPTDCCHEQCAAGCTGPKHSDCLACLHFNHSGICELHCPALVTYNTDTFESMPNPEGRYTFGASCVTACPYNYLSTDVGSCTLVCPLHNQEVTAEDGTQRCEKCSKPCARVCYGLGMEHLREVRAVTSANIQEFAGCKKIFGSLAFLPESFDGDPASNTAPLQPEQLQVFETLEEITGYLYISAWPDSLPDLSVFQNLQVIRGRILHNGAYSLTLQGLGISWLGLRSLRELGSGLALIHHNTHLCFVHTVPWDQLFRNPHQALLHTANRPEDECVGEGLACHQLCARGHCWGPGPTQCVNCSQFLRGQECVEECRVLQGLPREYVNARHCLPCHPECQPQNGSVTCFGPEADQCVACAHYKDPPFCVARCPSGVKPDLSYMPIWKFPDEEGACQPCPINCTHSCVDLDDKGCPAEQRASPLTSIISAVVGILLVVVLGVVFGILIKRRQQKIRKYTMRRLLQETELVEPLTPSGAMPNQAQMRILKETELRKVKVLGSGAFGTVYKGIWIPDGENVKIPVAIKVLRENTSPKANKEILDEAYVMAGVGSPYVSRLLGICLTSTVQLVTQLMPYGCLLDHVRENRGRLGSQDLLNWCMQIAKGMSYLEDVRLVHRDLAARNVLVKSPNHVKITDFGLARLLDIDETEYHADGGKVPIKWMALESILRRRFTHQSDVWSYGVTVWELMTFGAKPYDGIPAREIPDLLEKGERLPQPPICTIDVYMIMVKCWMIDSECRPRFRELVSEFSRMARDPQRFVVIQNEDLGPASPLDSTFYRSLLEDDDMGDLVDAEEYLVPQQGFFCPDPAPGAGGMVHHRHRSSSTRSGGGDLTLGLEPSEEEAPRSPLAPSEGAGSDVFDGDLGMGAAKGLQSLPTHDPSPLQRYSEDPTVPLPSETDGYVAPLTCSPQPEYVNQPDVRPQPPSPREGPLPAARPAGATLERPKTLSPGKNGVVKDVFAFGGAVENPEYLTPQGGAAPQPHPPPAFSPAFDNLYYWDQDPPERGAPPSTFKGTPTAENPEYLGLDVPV
Fluor 339 460: intrinsic fluorescence of library compounds, ex339/em460 – biochemical, MLSMR library, data from DPM-DC assay, artefact control, profiling panel; compound autofluorescence, ex339/em460 nm, NADH buffer; active compounds read high; 1 = no-compound wells, NADH background; fluorescence fold increase at 10 µM; 65,000 compounds, 5.5% hits;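 active = at 10 µM, mean starting fluorescence two-fold or more over control wells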;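 also: signal is the first read of a kinetic run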
Abs 340nm: compound absorbs light at 340 nm; compound absorbance at 340 nm, fold over control; fold change at 10 µM; 65,000 tested, under 10 active; AID 708;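 active = at 10 µM dose, initial 340 nm absorbance at least 2 fold that of control wells; inactive = change under 2 fold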;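 also: initial absorbance extrapolated from kinetic A340 decline of NADH oxidation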
MKP-1 inh: blocks human MKP-1 phosphatase activity; inhibition, %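 (compounds tested at a single concentration somewhere between 10 and 100 µM)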; recombinant MKP-1, OMFP hydrolysis fluorescence; 65,000 compounds, 0.15% hits; AID 374; P28562;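 active = inhibition above about 50%, limit read from the data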;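 also: 0% = DMSO max control wells and 100% = wells with enzyme stopped by NaOH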
JNK3 blocker: inhibitors of human JNK3 kinase; 60,000 compounds, 0.61% hits; purified JNK3 kinase activity, HTS; inhibition, % at 8 µM; in the data active = inhibition above about 17%;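 also: 0% = DMSO and 100% = reference inhibitor; many of its hits are not listed in these tables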
Numbers without * were called inactive; . = not tested or not shown. Some of the compounds tested; count on the stated rates, not on these rows.

Every second line gives: Cdc25B block	PKA kinase inh	ROCK2 blocker	Hsp90 block	HER2 expr 66K	Fluor 339 460	Abs 340nm	MKP-1 inh	JNK3 blocker
1. O=C(Nc1nc(-c2ccc(Cl)s2)cs1)c1ccncc1
  -0.9	0.2	4.9	-4.6	79.7	1.09	1.04	34.5	-0.5
2. COc1ccc(CCNS(=O)(=O)c2ccc3c(c2)CCN3C(=O)C2CC2)cc1OC
  -0.4	2.3	-1.5	-2.9	125.7	1.18	1.01	-0.7	-6.9
3. COC(=O)c1ccc(Nc2nc(C)cc(=O)[nH]2)cc1
  -8.1	7.7	6.7	-1.7	52.0	1.14	1.04	2.5	-4.2
4. Cc1ccc(C(=O)C2=C(O)C(=O)N(Cc3ccccc3)C2c2cccnc2)o1 (stereo not drawn)
  -0.5	-3.0	2.1	-11.4	265.8	1.14	1.07	-3.8	3.7
5. Cc1nc(NC(=O)CSc2nc3cccnc3n2Cc2ccccc2)sc1C
  -4.5	-3.3	-10.9	-5.0	94.8	1	0.97	-10.2	12.0
6. COc1cc2c(cc1OC)CN(C(=O)NS(=O)(=O)c1ccc(C)cc1)CC2
  3.2	-2.6	-2.2	-2.0	92.3	1.28	1.02	-9.0	7.0
7. COc1ncnc2sc3c(c12)CCCC3
  2.7	4.4	4.2	0.6	101.6	1.07	1.01	-1.8	10.2
8. Cn1nc(CC(=O)Nc2cccnc2N2CCOCC2)c2ccccc2c1=O
  -3.3	4.0	.	.	70.0	1.11	1.03	29.4	.
9. O=C(Oc1cccc2c(O)cccc12)c1ccccc1
  -0.3	-1.2	-2.1	-3.2	73.8	0.94	1.03	11.9	-1.0
10. N#CC(C(=O)c1ccco1)c1ccccn1 (stereo not drawn)
  -13.2	-5.0	-1.1	-0.7	98.9	1.01	1.06	-10.2	12.8
11. CCCC(=O)Nc1ccc(NC(=O)c2ccco2)c(OC)c1
  8.8	0.4	0.1	-1.4	74.5	1.02	1.05	1.7	-0.8
12. O=C(O)C1CCCCC1C(=O)Nc1ccc(Cl)cc1Cl (stereo not drawn)
  -19.4	8.2	2.5	1.1	84.9	1.08	1	1.6	3.1
13. CCCNC(=O)Cn1cnc2sc(C(=O)NCCN(CC)CC)c(C)c2c1=O
  -18.2	13.4	7.8	-2.4	100.4	1.15	1.08	-7.2	-3.7
14. CCOC(=O)c1cc(-c2cc3ccccc3o2)nc2c1c(=O)[nH]c(=O)n2CCOC
  -6.9	5.4	2.0	-4.9	105.4	5.14*	1.14	34.8	-2.8
15. O=C(Nc1cccc(C(F)(F)F)c1)c1cc(-c2cccs2)on1
  -12.2	5.4	4.9	-4.7	75.9	1.06	0.98	0.9	-4.9
16. O=C(Nc1ccccc1C(F)(F)F)c1cccnc1
  -1.5	5.6	3.7	-2.5	88.2	1.13	1.01	25.2	-2.2
17. Cn1cnc2cc(NC(=O)c3ccco3)ccc21
  2.6	5.7	4.7	-3.9	90.6	1.02	1.03	-3.1	4.8
18. CCOC(=O)c1[nH]c2ccc(Br)cc2c1NC(=O)CCN1CCN(C(=O)OCC)CC1
  25.2	4.5	1.8	-4.3	97.2	1.12	1.03	-1.6	-2.8
19. CCOC(=O)C(C)Sc1nnc(Cc2cc(=O)[nH]c(=O)[nH]2)n1-c1ccc(Cl)cc1 (stereo not drawn)
  -13.6	-8.3	-1.0	0.1	108.4	1.03	0.98	-0.1	-2.8
20. Cc1cc(C)n2nc(CC(=O)NC3CCCC(C)C3C)nc2n1 (stereo not drawn)
  -2.2	0.3	.	1.3	115.4	1.01	0.97	27.6	.
21. Clc1ccc(OCCN2CCN(c3ncnc4sccc34)CC2)cc1
  -19.1	36.1*	10.0	-4.5	114.9	1.09	0.98	3.4	-1.9
22. c1ccc(C2(Cn3ccc4ccccc43)OCCO2)cc1
  -5.7	-6.4	-1.0	-5.4	53.5	1.07	1.01	21.3	-2.7
23. COC(=O)CSc1nc(C)c(C(C)=O)cc1C#N
  -20.9	3.8	-2.3	-2.4	121.4	1.06	0.98	-2.6	-5.5
24. O=C(NC1CCCCC1)C1CN(S(=O)(=O)c2ccccc2)CCN1S(=O)(=O)c1ccccc1 (stereo not drawn)
  -5.7	1.8	3.6	-5.0	92.6	1.1	1.04	25.6	-2.2
25. CCC(=O)Nc1cccc(-c2nc3ccccc3c(=O)o2)c1
  1.9	2.1	4.2	-7.2	77.2	1.07	0.99	-1.9	14.7
26. Cc1cc(C(=O)NCCCN2CCOCC2)n(-c2ccccc2)n1
  -5.1	-0.8	1.6	-2.8	79.2	1.04	0.99	-9.6	6.5
27. Cc1ccccc1N(CC(N)=O)S(C)(=O)=O
  -0.8	9.7	8.0	-4.3	117.7	1.16	1.02	-8.8	-1.1
28. Cn1c(=O)cc(SCC(=O)NCC2CCCO2)c2ccc(Cl)cc21 (stereo not drawn)
  7.5	6.4	2.8	-3.4	90.5	1.23	1.02	2.1	-8.2
29. O=C(Cc1cscn1)c1ccc(O)cc1O
  8.4	3.8	-2.8	-1.1	-18.5*	1.02	1.16	-13.3	1.5
30. CC1Cc2ccccc2N1C(=O)COc1cccc(-n2cnnn2)c1 (stereo not drawn)
  0.9	4.7	4.1	-3.5	99.7	1.01	1.01	-1.5	-4.4
31. O=C1C(c2ccc(F)cc2)N(C2CCCCC2)C(=O)CN1C1CCCC1 (stereo not drawn)
  -8.6	2.4	.	-0.7	99.6	1.05	0.99	5.2	.
32. CC(C)C[C@H](NC(=O)NCc1ccc(Cl)cc1)C(=O)O
  -6.3	3.4	1.1	-3.6	147.7	1.01	1	-13.0	-4.6
33. Cc1nonc1NC(=O)c1ccc(Cl)c(S(=O)(=O)N2CCCCC2)c1
  -9.0	2.2	0.8	-1.2	107.0	1.07	0.95	-4.1	3.9
34. COc1cccc(C2CC(c3ccc(C)cc3)Nc3nc(N)nn32)c1 (stereo not drawn)
  2.7	7.5	3.3	-0.7	99.7	1.02	0.99	9.3	1.6
35. CCCN(CCC)S(=O)(=O)c1cc(Br)cc2c1N(C(=O)CC)CC2
  -12.6	5.0	.	.	.	1.05	1.01	-0.5	.
36. CCOC(=O)C1CCCN(CC(=O)Nc2c(C(=O)OC)[nH]c3ccc(Br)cc23)C1 (stereo not drawn)
  3.4	4.9	-0.2	-5.2	97.2	1.17	1.06	8.1	-30.6
37. C(=N\c1c(-c2ccccc2)nc2n1CCS2)/c1ccccc1
  0.2	-1.7	3.1	17.3	84.2	1.06	1.01	23.9	0.4
38. CCN(CC(=O)Nc1c(C(=O)OC)[nH]c2ccccc12)c1ccc2c(c1)OCO2
  2.2	7.0	1.7	-4.6	88.8	1.05	1	9.5	-11.9
39. COc1ccc(-c2cc(C(=O)O)c(C)o2)cc1OC
  -2.0	0.5	-12.8	-8.3	97.2	1.15	1.06	6.4	-2.4
40. O=C(Cn1c(=O)n2ncnc2c2c3c(sc21)CCCC3)c1ccccc1
  1.7	9.5	6.2	-3.2	124.1	1.05	1.02	1.8	-2.5
41. Cc1cc2c(cc1C)NC(c1ccccn1)C1=C(CC(C)(C)CC1=O)N2 (stereo not drawn)
  -7.0	6.9	6.4	0.7	85.5	1.05	1.17	3.7	-7.4
42. O=C(c1noc2c1CCc1ccccc1-2)N1CCc2ccccc2C1
  -9.8	14.2	2.1	-4.0	86.7	1.1	0.97	-13.7	-0.9
43. CCN(CC)S(=O)(=O)c1ccc2oc(C(=O)NCC3COc4ccccc4O3)c(C)c2c1 (stereo not drawn)
  -0.8	5.2	.	.	39.7	1.16	1.05	7.5	.
44. Cc1cc(-c2nnc(-c3cc4ccccc4oc3=O)o2)c(C)n1-c1ccccc1
  -11.2	2.0	.	.	.	1.53	1.11	22.3	.
45. CC1=C(C)C(=O)N(c2ccccn2)C1=O
  -2.7	8.6	9.6	1.4	115.8	1.09	1.01	18.6	0.5
46. COc1ccc(-n2c(=O)[nH]cc(C(=O)Nc3ccc4c(c3)OCCO4)c2=O)cc1
  -2.7	7.8	8.0	-0.1	93.9	1.11	1.04	16.1	-0.3
47. Cc1cc(C)nc(NS(=O)(=O)c2ccc(NC(=O)CCN3C(=O)c4ccccc4C3=O)cc2)n1
  -8.1	9.5	8.9	1.7	91.8	1.09	1.04	4.8	7.7
48. COC(=O)C1CCN(c2cc(=O)n(C3CCCCC3)c(=O)[nH]2)CC1
  15.2	5.6	1.7	1.0	72.5	0.97	1.01	-4.2	-5.2
49. COc1ccc(S(=O)(=O)Nc2ccc(S(=O)(=O)N3CCOCC3)cc2)cc1
  -9.9	-4.8	.	.	83.7	1.04	1.07	12.9	.
50. COc1ccccc1N1CCN(C(=O)c2c(-c3ccccc3Cl)noc2C)CC1
  2.5	13.3	10.2	-1.1	27.8	1.06	0.98	-19.5	-1.1
51. CCOC(=O)c1cc(-c2nnc(-c3cc(OC)c(OC)c(OC)c3)o2)c(C)nc1C
  -2.5	13.7	4.8	-7.3	139.0	1.84	1.06	9.2	-0.2
52. Clc1ccccc1Nc1c2c(nc3ncnn13)CCC2
  6.9	-0.9	0.8	-3.3	96.7	1.06	1.01	-1.9	-4.9
53. CCOC(=O)N1CCN(c2nc(-c3cccc(OC)c3)cc(C(F)(F)F)n2)CC1
  -27.0	2.8	.	.	55.6	1.26	0.99	9.4	.
54. CCOc1ccc2[nH]c(=O)c(CN(Cc3cccs3)C(CC)c3nnnn3C(C)(C)CC)cc2c1 (stereo not drawn)
  -5.3	8.7	9.9	-4.1	53.2	1.42	1.02	27.1	2.5
55. O=C1CCN(C(=O)c2ccccc2)C2CCCCC12 (stereo not drawn)
  -4.5	0.1	3.7	-0.1	109.7	1.07	1.01	4.3	-1.5
56. Cc1ccc(CCNC(=O)C2CCN(S(=O)(=O)c3ccc4c(c3)CCC(=O)N4)CC2)cc1
  -26.2	3.1	3.0	-2.8	71.0	1.03	1	-0.9	1.1
57. CCc1cccc(Nc2cc(C)nc3nc(C)nn23)c1
  -8.5	5.3	2.4	-3.2	96.6	1.05	1.03	5.0	-2.2
58. c1ccc(Cn2ncc3ccccc32)cc1
  -4.5	6.9	5.4	-7.3	101.4	1.14	1.02	1.0	9.7
59. CN1C(=S)SC(/[N+]([O-])=C\c2ccco2)C1(C)C (stereo not drawn)
  4.1	3.8	7.7	3.2	88.9	1.08	1.14	-2.3	-1.3
60. CN1C(=O)c2ccccc2C(C(=O)NCC2CCCO2)C1c1c[nH]c2ccccc12 (stereo not drawn)
  -6.4	8.1	.	-5.1	73.1	1.08	0.97	4.9	.

Fetched by compound from the entries so far, 3 records:
Every second line gives: Cdc25B block	PKA kinase inh	ROCK2 blocker	Hsp90 block	HER2 expr 66K	Fluor 339 460	Abs 340nm	MKP-1 inh	JNK3 blocker
29. O=C(Cc1cscn1)c1ccc(O)cc1O
  8.4	3.8	-2.8	-1.1	-18.5*	1.02	1.16	-13.3	1.5
44. Cc1cc(-c2nnc(-c3cc4ccccc4oc3=O)o2)c(C)n1-c1ccccc1
  -11.2	2.0	.	.	.	1.53	1.11	22.3	.
8. Cn1nc(CC(=O)Nc2cccnc2N2CCOCC2)c2ccccc2c1=O
  -3.3	4.0	.	.	70.0	1.11	1.03	29.4	.

Remaining list, next part.
Every second line gives: Cdc25B block	PKA kinase inh	ROCK2 blocker	Hsp90 block	HER2 expr 66K	Fluor 339 460	Abs 340nm	MKP-1 inh	JNK3 blocker
61. COc1cc(C(=O)OCc2cc3ccccc3[nH]c2=O)cc(OC)c1OC
  -6.5	10.1	2.0	-3.0	100.3	1.21	1	3.1	6.3
62. Cc1cc2c(cc1C)NC(CC(=O)NCc1ccccc1)C(=O)N2 (stereo not drawn)
  8.2	4.3	-2.2	-2.7	168.8	2.14*	1.16	12.6	-8.2
63. CCOC(=O)N1CCN(CC(O)COc2c(OC)cccc2OC)CC1 (stereo not drawn)
  6.7	2.9	0.0	-3.0	129.0	1.06	0.98	1.5	0.0
64. COc1ccc(C)cc1S(=O)(=O)NC1CCCCC1C (stereo not drawn)
  2.6	3.9	1.6	-2.5	83.2	1.03	1.01	12.4	2.6
65. COc1ccc2nc(NC(=O)Cc3ccc(OC)c(S(=O)(=O)N4CCOCC4)c3)sc2c1
  0.6	13.5	7.9	-3.2	74.9	1.15	1.03	35.5	28.6*
